Fh CTSL1 inh: counter-screen for PFM18AAP inhibitors: inhibitors of F. hepatica cathepsin L1 | recombinant F. hepatica cathepsin L1, Z-Leu-Arg-MCA fluorescence | inhibition, % at 5.96 µM | 300,000 tested, 0.49% active | AID 1906;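 active = inhibition above the mean of all tested compounds plus 3 SD, set per screening campaign, cut at about 17% in these data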;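 also: 0% = plate median of test compound wells and 100% = 1 µM Z-Phe-Ala-diazomethylketone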
Efflux pump inh: antifungal efflux pump inhibition, Nile Red retention; S. cerevisiae Candida pump triplex; inhibition, % at 10 µM; 330,000 tested, 0.44% active;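 active = plate passing quality check with inhibition over a set limit, or well fluorescence over plate mean plus 4 SD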;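 also: Nile Red retained in pooled yeast measured as flow cytometry median fluorescence; 0% = buffer negative control and 100% = Enniatin B positive control; higher means more Nile Red kept so more efflux inhibition; some compounds called inactive have numbers as strong as hits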
EBNA-1 inh: blocks EBNA-1 binding to DNA; EBNA-1 DNA binding, fluorescence polarization; inhibition, % at 14.8 µM; 300,000 tested, 0.34% active; AID 1950; in the data active = inhibition above about 28%
PP5 inh: inhibitors of human protein phosphatase 5 (PP5); inhibition, % at 6.7 µM; P53041; 320,000 tested, 0.18% active; purified PP5c, OMFP substrate fluorescence;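 active = inhibition above the campaign's mean inhibition across all tested compounds plus 3 SD, cut at about 9.5% in these data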;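 also: 0% = DMSO only and 100% = 100 µM cantharidin control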
ZTA counter: ZTA (EBV) inhibition in EBNA-1 counter-screen. 320,000 tested, 0.15% active. AID 2234. ZTA-DNA binding, fluorescence polarization. P03206. inhibition, % at 11 µM; in the data active = inhibition above about 33%
Target sequence (P03206 whole entry, looked up): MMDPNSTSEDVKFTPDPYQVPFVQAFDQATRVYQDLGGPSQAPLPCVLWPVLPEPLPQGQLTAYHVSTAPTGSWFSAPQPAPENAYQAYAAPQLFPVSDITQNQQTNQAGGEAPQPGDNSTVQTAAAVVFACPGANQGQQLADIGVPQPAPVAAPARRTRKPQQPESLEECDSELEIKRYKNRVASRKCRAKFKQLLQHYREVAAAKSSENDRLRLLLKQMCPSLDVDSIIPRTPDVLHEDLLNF
HCV core dimer: blocks dimerization of HCV core protein | 300,000 tested, 0.33% active | TR-FRET GST/Flag-core106 dimerization, 1536-well | inhibition, % at 5 µM;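 active = inhibition above the mean of all tested compounds plus 3 SD, set per screening campaign, cut at about 45% in these data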
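Assay system – GST-tagged and Flag-tagged HCV core protein residues 1-106 · Quantity – core106 proteins, GST 13.5 nM and Flag 17 nM · Benchmarks – unlabelled core106 and no-GST-core106 wells · Read-out basis – percent inhibition of core106 dimerization signal · Detection – time-resolved FRET, ex 340 nm, em 617 and 671 nm · Schedule – 4 h at 22.5 °C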
TPT1 inh: blocks Candida albicans tRNA 2'-phosphotransferase; recombinant caTPT1, FP RNA substrate dephosphorylation; inhibition, % at 5 µM; 300,000 tested, 0.81% active; AID 1962;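 active = inhibition above the mean of all tested compounds plus 3 SD, set per screening campaign, cut at about 24% in these data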;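 also: plate controls were DMSO alone for no effect and ferristatin control at 100 nM for full effect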
PP1 inh: blocks human PP1-alpha phosphatase, a PP5 counter-screen; P62136; purified PP1alpha, OMFP fluorescence; inhibition, % at 6.7 µM; 320,000 tested, 0.9% active;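 active = inhibition above the mean inhibition of all tested compounds plus 3 SD, computed separately for each screening campaign, cut at about 15% in these data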
Target sequence (P62136 whole entry, looked up): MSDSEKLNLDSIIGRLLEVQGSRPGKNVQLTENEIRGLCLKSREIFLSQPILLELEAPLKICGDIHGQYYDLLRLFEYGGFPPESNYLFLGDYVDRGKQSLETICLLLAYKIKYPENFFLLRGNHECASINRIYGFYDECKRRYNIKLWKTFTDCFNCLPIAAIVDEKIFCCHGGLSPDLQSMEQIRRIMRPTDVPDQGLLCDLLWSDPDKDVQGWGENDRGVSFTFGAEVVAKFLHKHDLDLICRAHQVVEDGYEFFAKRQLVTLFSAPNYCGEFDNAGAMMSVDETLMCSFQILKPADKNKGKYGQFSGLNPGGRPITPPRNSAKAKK
PREPL inh: inhibitors of human prolyl oligopeptidase-like enzyme PREPL; 320,000 tested, 0.68% active; inhibition, % at 5.96 µM; Q4J6C6; recombinant PREPL, fluorescence polarization activity-based probe; in the data active = inhibition above about 43%;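 also: 0% = enzyme with DMSO and 100% = wells lacking enzyme; many of its hits are not listed in these tables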
The depositor's hits bear a star; · = no result given. A portion of the library, so the mix of outcomes need not match the whole.

cpd	molecule	Fh CTSL1 inh	Efflux pump inh	EBNA-1 inh	PP5 inh	ZTA counter	HCV core dimer	TPT1 inh	PP1 inh	PREPL inh
1	CCc1ccccc1NC(=O)CN(C)C(=O)COc1ccc(C)nc1[N+](=O)[O-]	3	-0.1	-1	0.3	-20	-5	1	-3	3
2	CCOC(=O)C1CCN(c2ncnc3c2[nH]c2cccc(OC)c23)CC1	3	0.0	14	1.7	-7	-4	-1	1	11
3	Cc1cc(C(=O)OCc2nnc(-c3ccccc3)o2)c(C)n1-c1ccccc1	7	0.0	10	1.2	-6	10	-8	3	9
4	Cc1ccc(N=CC2=C(O)CC(c3ccco3)CC2=O)cc1 (centres undefined)	4	0.2	-12	6.0	-7	0	5	-4	6
5	O=C(Nc1ccccc1OC(=O)c1ccc(Cl)cc1)c1ccc(Cl)cc1	-2	0.1	0	3.7	-5	9	1	0	-27
6	CC1CCN(S(=O)(=O)c2ccc(C(=O)Nc3ncccc3O)cc2)CC1	1	0.0	3	-0.2	12	-5	-6	0	4
7	O=C(Cc1c[nH]c2ccccc12)NC1(C(=O)NC2CCCC2)CCCCC1	-9	0.0	-11	-1.5	-6	-4	0	0	7
8	CNC(=O)c1cc(Nc2nnc(-c3ccc(C)c(S(N)(=O)=O)c3)c3ccccc23)ccc1OC	5	1.1	10	1.6	-8	-3	2	-3	22
9	Cc1ccccc1Cn1c2ccccc2c2cn[nH]c(=O)c21	3	-0.1	-9	2.2	1	16	5	2	-15
10	Cc1cc(NC(=O)COC(=O)C(Cc2ccccc2)NC(=O)c2ccco2)no1 (centres undefined)	-7	0.0	-5	4.8	14	1	-3	1	8
11	CC(C)c1ccc(NC(=O)CNC(=O)Cn2ccc3ccccc3c2=O)cc1	3	0.1	-19	1.6	-2	-4	-1	2	-7
12	CCC(=O)N/N=C/c1ccc(-c2ccc([N+](=O)[O-])cc2)o1	2	0.3	2	-1.3	19	2	9	3	15
13	O=C(NC1CCCCC1)C(=S)NCc1ccccc1	2	-0.1	-2	-0.5	16	2	0	-1	-4
14	COC(=O)CSc1nc2c(cnn2-c2ccc(F)cc2)c(=O)[nH]1	4	0.0	-4	1.4	2	1	-1	-2	10
15	COc1cc(/C=C2/C(=N)N3C(=NC2=O)SN=C3S(=O)(=O)C(C)C)ccc1OS(=O)(=O)c1ccccc1	0	-0.1	4	-3.0	-7	10	0	5	-10
16	COc1cc(NC(=O)CN2C(=O)NC(C)(c3ccc4ccccc4c3)C2=O)c(C)cc1[N+](=O)[O-] (centres undefined)	4	0.0	-12	7.3	-1	12	0	0	58*
17	COc1cccc(CN(C)CC(=O)NNC(=O)c2ccc(Cl)cc2)c1	-3	-0.5	4	2.5	-4	-12	-4	0	15
18	CCN1CCN(c2cc(C)c3cc(NC(=O)Cc4ccc(OC)c(OC)c4)ccc3n2)CC1	-5	-0.2	10	0.1	1	-2	1	-4	14
19	COc1ccc(Cl)cc1C(=O)OCC(=O)NCc1cccs1	·	0.0	·	-2.6	8	·	·	-6	-13
20	Cc1cccc2cc(C(c3nnnn3CC3CCCO3)N3CCc4ccccc4C3)c(=O)[nH]c12 (centres undefined)	0	-0.3	7	-0.4	-15	3	-6	1	3
21	COc1cc2c(cc1OC)C(C)N(Cc1ccc3c(c1)OCO3)CC2 (centres undefined)	0	0.1	-12	5.6	-8	-8	-2	1	-1
22	Nc1cc2c(cc1O)CCCC2	-5	-0.1	-1	2.6	-8	28	24	1	8
23	OC(COc1ccccc1F)CN1CCC(Cc2ccccc2)CC1 (centres undefined)	3	-0.1	6	2.9	24	-1	0	-4	-15
24	Cc1ccc2nc(N(CCCN(C)C)C(=O)c3cc(-c4cccs4)nc4ccccc34)sc2c1	-1	-0.1	6	4.9	-14	-21	-4	17*	4
25	COc1nc(NS(=O)(=O)c2ccc(C)cc2)nc(C)c1Cl	0	0.1	4	0.8	-2	-4	5	0	-2

cpd	molecule	Fh CTSL1 inh	Efflux pump inh	EBNA-1 inh	PP5 inh	ZTA counter	HCV core dimer	TPT1 inh	PP1 inh	PREPL inh
26	COc1ccc(C2CC(c3ccccc3)=NN2C(=S)Nc2ccccc2)cc1 (centres undefined)	1	0.0	3	1.4	-4	1	-1	3	8
27	O=C(CSC(=S)N1CCCC1)Nc1cc2c(cc1Br)OCCO2	-1	0.0	-10	1.6	1	14	0	-4	3
28	Nc1nonc1-n1nnc(C(=O)N/N=C/c2ccccc2Cl)c1COc1ccc(F)cc1	-2	0.0	0	4.2	0	6	1	6	-31
29	Cc1ccc(C(=O)NCCCc2ccccc2)s1	-1	0.5	15	0.2	-9	-3	-1	-1	-6
30	NC(=O)CC(NC(=O)Cc1ccc(Br)cc1)c1ccc(NC2CCCCCC2)c([N+](=O)[O-])c1 (centres undefined)	0	0.1	-14	3.7	0	3	24	2	-6
31	COCCn1c(-c2ccc(OC)cc2)cnc1SCC(=O)Nc1cccc2ccccc12	-2	0.3	-1	3.5	-20	6	1	3	26
32	Cc1ccccc1C(=O)Nc1ccnn1C1CCN(C(C)Cc2ccccc2F)CC1 (centres undefined)	-1	-0.4	15	-1.7	-3	9	2	-3	6
33	Nc1ccc2c(c1)Oc1ccccc1C=C2	-3	0.1	-12	3.8	-8	-5	4	-2	2
34	Nc1ccccc1-c1nnc2n1CCCCC2	1	0.1	4	3.8	-14	-12	-3	1	5
35	Cc1nnc(NC(=O)CSC2=NN3CCCC(=O)N=C3S2)s1	-3	-0.1	6	1.6	10	9	0	-3	0
36	CCN(CC)C(=O)Oc1c(Cl)cc(Cl)c2cccnc12	-1	0.0	10	0.7	6	8	-2	5	-3
37	CCCCC1CN2CCc3c([nH]c4ccccc34)C2(C)C1 (centres undefined)	0	-0.1	-2	-0.2	6	0	-2	1	-3
38	CCCCCc1n[nH]c2c1CCCC2	2	0.0	-10	2.2	-2	4	7	-1	-1
39	CC(OC(=O)c1ccncc1)C(=O)Nc1cccc([N+](=O)[O-])c1 (centres undefined)	-41	0.0	-17	-0.5	-5	0	-3	1	1
40	CCCCn1c(N)c(N(CC(C)C)C(=O)c2cc(-c3ccncc3)nc3ccccc23)c(=O)[nH]c1=O	-3	-0.1	-3	-0.6	16	9	8	3	0
41	CCc1cc(=O)oc2c(C)c(OS(C)(=O)=O)ccc12	2	0.0	3	-0.4	18	1	-2	-2	11
42	Cc1ccc(S(=O)(=O)N2CCC(C)CC2)cc1	-8	-0.1	2	-0.5	-2	9	-1	1	-4
43	CCOc1cc(-c2c(C#N)c(N)nc3c2CCCC3)ccc1O	0	0.1	-5	2.0	19	2	4	-2	4
44	O=C(O)C1CCN(C(=O)NC2CCCCC2)CC1	0	-0.1	5	-1.2	-7	-3	-8	1	-1
45	CC(C)c1ccc(NC2CCCN(C(=O)CCN3CCCO3)C2)cc1 (centres undefined)	2	0.4	-6	1.2	2	-12	-1	2	9
46	CCOC(=O)c1cc2c(C)n(-c3ccc(N(C)C)cc3)c(C)c2cc(C(=O)OCC)c1=O	-3	0.0	-6	2.1	160*	6	-3	-1	-3
47	Cc1cc(=O)oc2cc(OCC(=O)Nc3ccc(S(=O)(=O)N(C)C)cc3)ccc12	-2	0.0	1	7.9	7	0	0	-3	-24
48	O=C1c2ccccc2S(=O)(=O)c2cc(C(=O)N3CCN(C(=O)c4ccccc4)CC3)ccc21	6	0.1	4	0.0	5	-12	0	0	2
49	O=C(NCc1ccccc1)C1=C[C@@H](c2ccc3c(c2)OCO3)C[C@@H](OCc2ccc(CO)cc2)O1	-1	0.1	-2	-2.4	0	-8	2	1	21
50	CC1=C(C(=O)OCc2ccccc2)C(c2ccc([N+](=O)[O-])cc2)NC(=O)N1CCCCCC(=O)O (centres undefined)	0	-0.2	15	0.0	-10	20	0	-1	26

cpd	molecule	Fh CTSL1 inh	Efflux pump inh	EBNA-1 inh	PP5 inh	ZTA counter	HCV core dimer	TPT1 inh	PP1 inh	PREPL inh
51	CC(=O)c1ccc(OCCCC(=O)NCC(c2ccco2)N(C)C)cc1 (centres undefined)	2	-0.1	-1	-0.1	-6	-5	-3	-4	3
52	CCOCC(=O)Nc1c(C(=O)Nc2ccc3c(c2)OCO3)oc2ccccc12	-1	0.1	-8	1.1	6	1	-1	5	2
53	CCCOc1ccc(N2C(=O)CC(N3CCN(CCN=CC4C(=O)CC(C)(C)CC4=O)CC3)C2=O)cc1 (centres undefined)	-2	0.2	-5	1.9	-3	1	1	1	-1
54	COc1cc(CCC(=O)Nc2ccc(Cl)c(C(F)(F)F)c2)cc(OC)c1OC	10	-0.1	3	5.3	-6	-2	4	3	2
55	CCOC(=O)CC1(NC(=O)C2CCC(=O)N(CCc3ccccc3)C2)CCCCC1 (centres undefined)	-2	0.0	-8	-0.6	21	2	2	20*	-1
56	O=C1c2ccccc2C(=O)c2c(Nc3ccc(CCO)cc3)ccc(O)c21	1	0.4	-10	4.7	-17	-44	-4	5	29
57	O=C(NCCO)c1ccc(CSc2nc3ccccc3[nH]2)cc1	-4	-0.4	-3	0.4	1	2	-2	-2	-11
58	Cc1ccccc1Nc1nc(N)nc(CN2CCN(c3ccccn3)CC2)n1	-3	0.0	1	2.2	-24	-8	-6	-3	5
